MOR-DOR ag – agonists of human mu-delta opioid receptor heterodimerization | P35372+P41143 | cells, OPRM1-OPRD1 heterodimerization, luminescence | activation, % at 9.3 µM | 340,000 tested, 0.3% active | AID 504326; in the data active means activation above about 18%;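 further: 0% = vehicle-treated cells and 100% = reference agonist; values of inactives mirror those of a sister screen read the other way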
E coli growth – counter-screen for AddAB inhibitors: E. coli growth inhibition. E. coli V3065 growth, OD600 absorbance, 18 h. 330,000 tested, 0.27% active. inhibition, % at 11.9 µM;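 active means inhibition above the campaign's mean inhibition across all tested compounds plus 3 SD, cut at about 9.9% in these data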;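 further: uninfected addAB+ strain grown without phage in ampicillin broth; 0% = DMSO wells and 100% = ciprofloxacin 0.95 µg/ml wells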
AddAB inh – less growth of phage-infected E. coli with AddAB; E. coli expressing H. pylori AddAB, absorbance growth; inhibition, % at 11.9 µM; 330,000 tested, 0.29% active; AID 435030; in the data active means inhibition above about 12%;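 further: 0% = vehicle wells of infected cells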
phage Ecoli inh – E. coli growth loss with phage present. growth absorbance. 360,000 tested, 0.26% active. inhibition, % at 11.9 µM; in the data active means inhibition above about 11%
PKA-R1A activ – activators of PKA-R1A complex; P00514+P68181; PKA-R1A dissociation, Cy5-IP20 fluorescence polarization; scaled: DMSO 0%, 113 µM cGMP 100%; activation, % at 11.4 µM; 340,000 tested, 0.083% active; AID 504707;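 active means percent activation above the mean of all tested compounds plus 3 SD, cut at about 19% in these data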;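 further: higher means more PKAc released from R1A so a rise in polarization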
HTR5A ag ctr – counter-screen for OPRM1-OPRD1 agonists: human HTR5A agonism; P47898; 340,000 tested, 0.61% active; activation, % at 9.3 µM; AID 504692; HTR5A agonist assay, luminescence, cell-based; in the data active means activation mostly above about 9.5%, no sharp cut-off; inactive means mostly below about 7.6%;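 further: 0% = cells with vehicle only and 100% = reference agonist; strong numbers were not always called active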
PfHsp90 set2 – reduces growth (ATP signal) of yeast expressing P. falciparum Hsp90; S. cerevisiae expressing PfHsp90, BacTiter-Glo ATP, 48 h; yeast lacking PDR1 and PDR3 efflux regulators; inhibition, % at 9.4 µM; 310,000 tested, 0.32% active;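 active means every replicate shows inhibition above about 80%, whatever the replicate mean, limit read from the data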;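 further: 0% = DMSO neutral controls and 100% = 20 µM radicicol positive controls; yeast relying on Plasmodium falciparum Hsp90 in place of its own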
OPRM1-OPRD1 inv – inverse agonists of human mu-delta opioid receptor heterodimerization; P35372+P41143; cell-based MOR-DOR heterodimer luminescence, inverse agonism; inhibition, % at 9.3 µM; 340,000 tested, 0.21% active; in the data active means inhibition above about 22%, passing the limit was not always enough;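 further: 0% = cells with DMSO and 100% = wells without cells with DMSO; values of inactives mirror those of a sister screen read the other way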
HTR5A inv ctr – inverse agonist of human HTR5A in OPRM1-OPRD1 counter-screen | HTR5A cell line, luminescence, inverse agonism | P47898 | inhibition, % at 9.3 µM | AID 504634 | 340,000 tested, 0.083% active; in the data active means inhibition mostly above about 23%, no sharp cut-off; inactive means mostly below about 18%;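 further: 0% = cells with DMSO and 100% = no-cell wells with DMSO; some compounds called inactive have numbers as strong as hits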
DSG3 Ab inh – blocks pemphigus antibody binding to human desmoglein-3; AID 588358; P32926; 310,000 tested, 0.48% active; DSG3-coupled beads, scFv-anti-DSG3-GFP binding, flow cytometry; stronger effect = lower value; binding (percent of control), % at 10 µM;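 active means binding more than 3 SD below its plate's average and above zero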;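 further: hits lower antibody fragment binding to DSG3; some compounds called inactive have numbers as strong as hits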
Target sequence (P32926 whole entry, looked up, the tested form may be a part): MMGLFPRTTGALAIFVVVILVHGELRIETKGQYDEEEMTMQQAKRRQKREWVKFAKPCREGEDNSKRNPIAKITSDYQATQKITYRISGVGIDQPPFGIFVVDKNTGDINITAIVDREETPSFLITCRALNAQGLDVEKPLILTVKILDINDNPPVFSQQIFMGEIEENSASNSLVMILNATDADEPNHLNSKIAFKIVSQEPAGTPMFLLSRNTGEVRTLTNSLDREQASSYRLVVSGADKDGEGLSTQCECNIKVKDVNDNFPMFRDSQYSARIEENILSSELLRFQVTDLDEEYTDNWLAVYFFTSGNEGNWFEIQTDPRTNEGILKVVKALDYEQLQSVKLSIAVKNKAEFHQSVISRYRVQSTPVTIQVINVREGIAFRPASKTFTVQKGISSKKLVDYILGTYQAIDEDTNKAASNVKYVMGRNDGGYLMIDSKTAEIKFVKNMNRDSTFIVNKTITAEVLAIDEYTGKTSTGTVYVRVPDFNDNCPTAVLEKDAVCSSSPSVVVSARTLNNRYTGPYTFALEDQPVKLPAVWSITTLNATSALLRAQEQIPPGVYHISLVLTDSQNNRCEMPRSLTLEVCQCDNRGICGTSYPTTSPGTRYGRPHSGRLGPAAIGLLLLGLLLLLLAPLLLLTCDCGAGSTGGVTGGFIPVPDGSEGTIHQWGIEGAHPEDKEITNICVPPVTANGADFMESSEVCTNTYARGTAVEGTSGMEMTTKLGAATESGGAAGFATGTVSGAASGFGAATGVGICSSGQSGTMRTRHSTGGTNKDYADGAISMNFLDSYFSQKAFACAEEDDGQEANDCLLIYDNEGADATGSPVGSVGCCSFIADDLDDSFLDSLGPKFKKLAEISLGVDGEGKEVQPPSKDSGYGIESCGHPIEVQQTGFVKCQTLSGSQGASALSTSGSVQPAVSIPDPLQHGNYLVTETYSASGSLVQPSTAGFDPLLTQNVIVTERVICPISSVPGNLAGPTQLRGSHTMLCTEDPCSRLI
SUMO Mot1 rescue – SUMOylation pathway inhibition by Mot1-301 growth rescue; S. cerevisiae Mot1-301 growth rescue, ATP luminescence, 38.5C; percent above DMSO median, 100 means doubled; growth rescue, % at 18.8 µM; 320,000 tested, 1% active; AID 2716;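 active means every valid replicate shows activation above 250% relative to neutral control wells; inactive means the rest, any valid replicate at or below 250%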;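 further: OY570 slx delta 5 strain wells were the positive control but not used for scaling; some compounds called inactive have numbers as strong as hits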
An asterisk follows results filed as active; nt = not tested or not shown.

SMILES | MOR-DOR ag | E coli growth | AddAB inh | phage Ecoli inh | PKA-R1A activ | HTR5A ag ctr | PfHsp90 set2 | OPRM1-OPRD1 inv | HTR5A inv ctr | DSG3 Ab inh | SUMO Mot1 rescue
CN(C)S(=O)(=O)c1ccc(NC(=O)C2CCCN(C(=O)c3ccc(Cl)cc3)C2)cc1 (centres undefined) | 0.3 | 0.3 | 6.6 | 3.7 | 4 | 4 | 14 | -2 | -30 | 119 | 71
COc1ccc(NC(=O)CCNC(=O)Cn2ccc3ccccc3c2=O)cc1OC | -0.7 | -4.0 | 3.9 | nt | -5 | 1 | -2 | 5 | 6 | 107 | 42
O=C(CCCN1C(=O)/C(=C/c2ccccc2Cl)SC1=S)N1CCOCC1 | -2.2 | 1.2 | -0.2 | -1.3 | -11 | -1 | -4 | 9 | 2 | 108 | -11
CC(C)[C@H](NC(=O)NCc1ccc(F)cc1)C(=O)O | -3.0 | 0.2 | 0.9 | 0.8 | -6 | 2 | -2 | 16 | -5 | 86 | -7
CC(=O)Nc1cccc(C(=O)NC(C)c2ccc(-n3ccnc3)cc2)c1 (centres undefined) | -0.6 | 0.6 | 1.9 | 1.5 | 3 | 4 | 5 | 4 | -13 | nt | 4
CCOC(=O)C(CSCC(=O)c1ccc(Cl)cc1Cl)NC(=O)OC(C)(C)C (centres undefined) | 4.1 | -0.7 | 1.9 | 2.5 | -12 | 5 | -4 | -17 | -13 | 104 | 6
CCCSc1nnc(CSc2nc(C)cc(C)n2)n1C | -3.2 | 1.1 | 1.2 | -0.2 | 7 | 0 | nt | 15 | 0 | 113 | 27
COc1cc(S(=O)(=O)NCc2cccnc2)c(OC)cc1Br | -2.5 | 1.2 | -0.2 | 3.6 | 6 | 10.0* | -9 | 13 | 9 | 105 | 4
O=C(N/N=C\c1cccnc1)c1ccc(Br)s1 | 1.0 | nt | nt | 2.4 | -9 | -4 | 9 | -5 | -1 | 110 | -14
Cc1ccccc1/C=N/Nc1nc2ccccc2[nH]1 | 1.3 | -2.5 | -0.7 | 2.4 | -2 | 3 | -5 | -7 | -8 | 107 | -1
CC(OC(=O)/C=C/c1ccccc1Cl)C(=O)NC1CCCCC1C (centres undefined) | -2.8 | 3.7 | 3.6 | 2.1 | 1 | -1 | nt | 15 | 2 | 108 | 22
CCc1nc(SCC(=O)O)c(C#N)cc1C | -0.8 | -0.6 | 0.1 | 3.7 | -10 | 5 | -26 | 5 | -4 | 97 | -7
Cc1cccc(NC(=O)CSc2nc(=O)n3ccccc3n2)c1C | -4.0 | -0.5 | 2.3 | 1.8 | 4 | 6 | 34 | 19 | 6 | 102 | -11
CCc1ccc(NC(=S)N2CCC(NC(=O)c3ccccc3OC)CC2)cc1 | 1.9 | -0.1 | 2.5 | 0.1 | -8 | 5 | 8 | -15 | -15 | 90 | 26
CC(=O)Nc1nc(NC(=O)/C=C/c2ccccc2)n(-c2ccccc2)n1 | -2.4 | -7.3 | -3.0 | -3.6 | 1 | -5 | -13 | 14 | 14 | 99 | -3
C/C(Cn1cnc([N+](=O)[O-])n1)=N\NC(=O)c1ccccc1O | -0.5 | 1.3 | 3.9 | 4.7 | -1 | 1 | -5 | 3 | -2 | 98 | -10
COc1ccc2c(OC)cc(=O)n(C)c2c1 | -0.5 | 0.2 | 1.1 | 0.7 | 2 | 0 | 8 | 3 | 8 | 98 | -13
O=[N+]([O-])c1ccc(NC(=S)N2CCc3ccccc32)cc1 | -2.7 | nt | nt | 3.0 | -13 | 1 | -8 | 16 | -3 | 124 | 14
Cc1ccc([N+](=O)[O-])c(NC(=O)COC(=O)C2CC3CCCC(C2)C3=O)c1C (centres undefined) | -1.0 | -0.1 | 1.5 | 1.8 | -4 | 4 | 14 | 5 | 13 | 96 | 19
CC(C)(C)c1cc(C(=O)O)nn1-c1ccccc1 | -0.8 | -1.0 | -0.6 | 1.9 | 11 | 2 | -4 | 5 | 5 | 94 | 0

Grouped by structure: the compounds so far with an aryl thioether with sulfur outside any ring
SMILES | MOR-DOR ag | E coli growth | AddAB inh | phage Ecoli inh | PKA-R1A activ | HTR5A ag ctr | PfHsp90 set2 | OPRM1-OPRD1 inv | HTR5A inv ctr | DSG3 Ab inh | SUMO Mot1 rescue
CCCSc1nnc(CSc2nc(C)cc(C)n2)n1C | -3.2 | 1.1 | 1.2 | -0.2 | 7 | 0 | nt | 15 | 0 | 113 | 27
CCc1nc(SCC(=O)O)c(C#N)cc1C | -0.8 | -0.6 | 0.1 | 3.7 | -10 | 5 | -26 | 5 | -4 | 97 | -7
Cc1cccc(NC(=O)CSc2nc(=O)n3ccccc3n2)c1C | -4.0 | -0.5 | 2.3 | 1.8 | 4 | 6 | 34 | 19 | 6 | 102 | -11

Single records, from the list above. Order of screens: MOR-DOR ag | E coli growth | AddAB inh | phage Ecoli inh | PKA-R1A activ | HTR5A ag ctr | PfHsp90 set2 | OPRM1-OPRD1 inv | HTR5A inv ctr | DSG3 Ab inh | SUMO Mot1 rescue
CC(OC(=O)/C=C/c1ccccc1Cl)C(=O)NC1CCCCC1C (centres undefined) is listed as -2.8 | 3.7 | 3.6 | 2.1 | 1 | -1 | nt | 15 | 2 | 108 | 22
Cc1ccccc1/C=N/Nc1nc2ccccc2[nH]1 is listed as 1.3 | -2.5 | -0.7 | 2.4 | -2 | 3 | -5 | -7 | -8 | 107 | -1
CCc1ccc(NC(=S)N2CCC(NC(=O)c3ccccc3OC)CC2)cc1 is listed as 1.9 | -0.1 | 2.5 | 0.1 | -8 | 5 | 8 | -15 | -15 | 90 | 26

This is a random part of the collection, and some 3.2% of all compounds hit somewhere here.
